KDM4C inh – KDM4C (human) demethylase inhibition; 96,000 compounds, 0.15% hits; Q9H3R0; inhibition, % at 12.5 µM; GST-KDM4C 2-372, H3K9me3 peptide, LANCE TR-FRET;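 active = mean replicate inhibition above about 25%, with at least 55% of replicates also reaching it, limit read from the data, passing the limit was not always enough; inconclusive = only one of those two conditions met; inactive = neither condition met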
Target sequence (Q9H3R0 2-372 limits assumed): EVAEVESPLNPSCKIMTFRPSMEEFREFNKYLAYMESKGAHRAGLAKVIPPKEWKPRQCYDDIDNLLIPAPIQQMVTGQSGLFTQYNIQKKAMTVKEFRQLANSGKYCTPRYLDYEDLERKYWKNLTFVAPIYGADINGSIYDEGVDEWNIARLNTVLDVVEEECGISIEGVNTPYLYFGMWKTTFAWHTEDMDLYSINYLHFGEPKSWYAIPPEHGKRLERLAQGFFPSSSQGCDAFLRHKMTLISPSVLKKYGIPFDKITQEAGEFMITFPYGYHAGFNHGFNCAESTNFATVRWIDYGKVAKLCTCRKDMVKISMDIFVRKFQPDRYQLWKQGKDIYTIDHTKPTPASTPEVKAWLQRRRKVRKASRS
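Test system: N-terminal GST-fused human GASC-1 (KDM4C) fragment, residues 2-372; quantity: GASC-1 enzyme at 10 nM final in reaction; dosing: single dose; schedule: 30 min demethylation and 1 h detection at room temperature; signal: LANCE TR-FRET, excitation 340 nm, emissions 618 and 671 nm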
C diff HTS – C. difficile growth inhibition; Clostridium difficile clinical isolate growth, OD600, 24 h; stronger effect = lower value; growth activity, negative = inhibition, % at 16 µg/mL (by protocol); 86,000 compounds, 0.25% hits; AID 1259249;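 active = mean growth activity at or below -80% and every replicate also at or below -80%; inconclusive = mean at or below -80% but some replicate above -80%; inactive = mean growth activity above -80%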;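 note: 0% = DMSO wells and -100% = levofloxacin 16 µg/mL wells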
Tcruzi prolif – inhibitors of T. cruzi proliferation | T. cruzi beta-gal in NIH3T3, GalScreen luminescence, 90 h | inhibition, % at 8.34 µM | 77,000 compounds, 5.9% hits;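 active = mean inhibition above about 93%, with at least 55% of replicates each passing it, limit read from the data, passing the limit was not always enough; inconclusive = only one of those two conditions holds; inactive = neither condition holds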
Pf Dd2 inh – inhibitors of Plasmodium falciparum Dd2 growth. P. falciparum Dd2 growth, SYBR Green, 72 h; stronger effect = lower value. activity change, % at 10 µM. 94,000 compounds, 2.3% hits. AID 1159554; in the data active = activity change below about -80%; inconclusive = no clear call, values can overlap the other calls
* hit, by the source's call; ? = inconclusive; · = not tested or not shown; & = joins results of further samples. This is a random part of the collection; overall some 7.2% were active at least once.

SMILES | KDM4C inh | C diff HTS | Tcruzi prolif | Pf Dd2 inh
CCS(=O)(=O)N1[C@H](C#N)[C@@H](c2ccc(-c3cccc(F)c3)cc2)[C@@H]1CO | -2.5 | 16.4 | 4.6 | 24.2
O=C(C[C@@H]1CC[C@H](NC(=O)C2CCC2)[C@@H](CO)O1)NCC1CC1 | 0.5 | · | -25.2 | 16.3
COc1ccc(-c2cnc3c(c2)C(=O)N([C@H](C)CO)C[C@@H](C)[C@H](CN(C)C(=O)CN(C)C)O3)cc1 | -0.3 | -4.3 | 21.4 | -17.7
COc1ccccc1C#Cc1ccc2c(c1)O[C@@H](CN(C)Cc1cccnc1)[C@@H](C)CN([C@H](C)CO)S2(=O)=O | -0.8 | -3.4 | · | -69.8
COC(=O)[C@@H]1N[C@@H]2c3ccc(C4=CCCCC4)c(=O)n3C[C@@H]2[C@H]1CO | -0.6 | -4.3 | 2.6 | -2.8
C[C@H]1CN([C@@H](C)CO)C(=O)c2cc(C#CC3CC3)cnc2O[C@H]1CN(C)S(=O)(=O)c1cccc(F)c1 | -1.3 | · | 51.4 | -21.6
COc1ccc(S(=O)(=O)Nc2ccc3c(c2)C(=O)N([C@@H](C)CO)C[C@H](C)[C@@H](CN(C)Cc2ccc(Cl)c(Cl)c2)OCCCC[C@@H](C)O3)cc1 | -0.1 | -5.1 | 17.6 | -91.1*
COc1ccc(NC(=O)Nc2ccc3c(c2)CC(=O)N([C@@H](C)CO)C[C@H](C)[C@H](CN(C)S(=O)(=O)c2cccs2)O3)cc1 | 10.5 | -3.6 | 3.6 | -12.9
C[C@H](CO)N1C[C@H](C)[C@H](CN(C)C(=O)CN(C)C)Oc2cc(C3=CCCC3)ccc2S1(=O)=O | 0.7 | 0.1 | -1.7 | -45.0
COCCNC(=O)C[C@@H]1CC[C@H]2[C@@H](COC[C@@H](O)CN2C(=O)c2cc(Cl)cc(Cl)c2)O1 | 2.4 | 34.5&-0.7 | 1.8 | -5.4
COc1ccc(NC(=O)Nc2ccc3c(c2)CC(=O)N([C@H](C)CO)C[C@@H](C)[C@@H](CN(C)C(=O)Nc2ccccc2)O3)cc1 | -0.4 | 1.3&-8.1 | · | -0.2
C[C@@H]1CN([C@@H](C)CO)C(=O)c2cc(-c3ccc(C(=O)N(C)C)cc3)cnc2O[C@@H]1CN(C)C | -0.9 | -3.1 | 20.4 | 19.3

Among those listed so far, 2 have a Cl atom:
SMILES | KDM4C inh | C diff HTS | Tcruzi prolif | Pf Dd2 inh
COc1ccc(S(=O)(=O)Nc2ccc3c(c2)C(=O)N([C@@H](C)CO)C[C@H](C)[C@@H](CN(C)Cc2ccc(Cl)c(Cl)c2)OCCCC[C@@H](C)O3)cc1 | -0.1 | -5.1 | 17.6 | -91.1*
COCCNC(=O)C[C@@H]1CC[C@H]2[C@@H](COC[C@@H](O)CN2C(=O)c2cc(Cl)cc(Cl)c2)O1 | 2.4 | 34.5&-0.7 | 1.8 | -5.4

Next part.
SMILES | KDM4C inh | C diff HTS | Tcruzi prolif | Pf Dd2 inh
C[C@@H]1CN([C@H](C)CO)C(=O)c2cccc(NC(=O)NC3CCCCC3)c2O[C@H]1CN(C)Cc1ccc(C(=O)O)cc1 | 1.3 | 5.5 | -21.9 | -4.2
CC(C)NC(=O)Nc1ccc2c(c1)C(=O)N([C@@H](C)CO)C[C@H](C)[C@@H](CN(C)S(=O)(=O)c1ccccc1)OCCCC[C@@H](C)O2 | 0.8 | 5.4 | 29.1 | -40.5
CO[C@@H]1CN(C)C(=O)c2ccc(NC(=O)NC(C)C)cc2OC[C@H](C)NC[C@@H]1C | -1.5 | · | 32.6 | ·
C[C@H]1CCCCO[C@H](CN(C)C(=O)NC2CCCCC2)[C@@H](C)CN([C@@H](C)CO)C(=O)c2cc(NS(=O)(=O)c3ccc(F)cc3)ccc2O1 | -0.5 | -3.7 | 79.5 | -49.5
C[C@H](CO)N1C[C@H](C)[C@H](CN(C)S(=O)(=O)c2ccc(Cl)cc2)Oc2ccc(NS(=O)(=O)c3cccs3)cc2C1=O | 2.7 | · | -33.9 | -16.9
C[C@@H]1CN([C@H](C)CO)C(=O)c2cccc(NC(=O)c3ccncc3)c2O[C@H]1CN(C)Cc1ccc2c(c1)OCO2 | -1.7 | 0.3 | 98.4* | -7.3
C[C@H]1CN([C@@H](C)CO)C(=O)c2cc(NC(=O)C3CC3)ccc2O[C@H]1CN(C)C | 4.0 | 3.8 | 0.3 | -3.8
C[C@@H]1CN([C@H](C)CO)C(=O)c2cccc(NC(=O)Nc3ccc(C(F)(F)F)cc3)c2O[C@H]1CN(C)S(C)(=O)=O | -0.7 | -13.9 | · | -8.8
COc1ccc(S(=O)(=O)Nc2ccc3c(c2)C(=O)N([C@H](C)CO)C[C@@H](C)[C@H](CN(C)S(=O)(=O)c2cccs2)O3)cc1 | 0.8 | -9.7 | 7.3 | 7.7
Cc1noc(C)c1C(=O)N(C)C[C@@H]1OCc2ccccc2-c2ccccc2C(=O)N([C@H](C)CO)C[C@H]1C | -0.4 | -1.4 | 75.6 | -4.6
C[C@@H]1CCCCO[C@@H](CN(C)C(=O)Nc2ccc(F)cc2)[C@@H](C)CN([C@H](C)CO)C(=O)c2cc(N(C)C)ccc2O1 | -1.3 | -0.1 | 52.9 | 26.0
COC(=O)C[C@H]1CC[C@H]2[C@@H](COc3ccc(NC(=O)Cc4cccs4)cc3C(=O)N2C)O1 | -0.9 | 1.6 | -40.7 | ·
O=C(CCN1CCCCC1)NCC[C@H]1CC[C@@H](NC(=O)C2CCC2)[C@@H](CO)O1 | -1.5 | 3.1 | · | 6.3
C[C@@H]1CN([C@@H](C)CO)S(=O)(=O)c2ccc(Br)cc2O[C@H]1CN(C)C(=O)CN(C)C | · | -0.2 | 5.2 | 35.3
C[C@H]1CN([C@@H](C)CO)C(=O)c2cc(C#CCN(C)C)cnc2O[C@H]1CN(C)S(=O)(=O)c1ccccc1 | 2.7 | 2.3 | -16.3 | 32.5
COc1ccc(NC(=O)N(C)C[C@@H]2OCCCC[C@@H](C)Oc3ccc(NC(=O)CCCN(C)C)cc3C(=O)N([C@@H](C)CO)C[C@H]2C)cc1 | 4.2 | -4.0 | -30.8 | 16.5
COc1cccc(-c2ccc(C3[C@H]4CNC[C@@H]3N4CC3CCOCC3)cc2)c1 (some centres undefined) | 0.1&-0.8 | -0.5&-8.8 | · | 9.7&-10.8
CCCC#Cc1ccc2c(c1)O[C@H](CN(C)C(=O)C1CCC1)[C@@H](C)CN([C@@H](C)CO)S2(=O)=O | -0.2 | -13.0 | 107.9* | -33.3
CCCNC(=O)N(C)C[C@H]1Oc2cc(C#Cc3ccccn3)ccc2S(=O)(=O)N([C@H](C)CO)C[C@H]1C | -1.6 | 0.7 | 23.4 | 11.5
C[C@H]1CN([C@@H](C)CO)S(=O)(=O)c2ccc(C#Cc3ccccc3F)cc2O[C@H]1CN(C)C | -2.2 | 14.4 | 25.2 | -71.6
COc1ccc(-c2ccc3n(c2=O)C[C@H]2[C@H](CO)[C@@H](C(=O)N4CCN(C)CC4)N[C@@H]32)cc1 | 0.3 | 3.0 | 73.8 | 3.9
O=C(c1ccc2c(c1)OCO2)N1CC(=O)N2[C@@H](CO)[C@@H](c3ccc(C#CCC4CCCC4)cc3)[C@@H]2C1 | 2.0 | 45.1 | · | -29.5
COc1cccc(-c2ccc3c(c2)[C@H]2[C@H](CCN2C(=O)c2cnccn2)[C@H](CO)N3)c1 | 4.8 | 22.2 | 74.5 | -11.7
C/C=C/c1ccc([C@@H]2[C@@H](CN(C)C(=O)CC)N(C(=O)NCCC)[C@H]2CO)cc1 | -0.4 | 2.9 | 88.1 | -13.4
COc1ccc(CN(C)C[C@H]2Oc3ccc(NC(=O)C4CC4)cc3CC(=O)N([C@H](C)CO)C[C@H]2C)cc1 | -0.2 | -9.1 | 21.5 | -9.0
COc1ccc2c3c(n(C)c2c1)[C@H](CO)N(C(=O)C1CCC1)CC31CCN(C(=O)Nc2cccc(F)c2)CC1 | -0.1 | 17.1 | · | -64.5
O=C(NCC[C@@H]1CC[C@H](NS(=O)(=O)c2cccc(F)c2)[C@H](CO)O1)c1cnccn1 | 4.3 | -3.8 | -17.8 | -1.3
CCCC#Cc1ccc([C@@H]2[C@@H](C#N)N(C(=O)C3CCC3)[C@@H]2CO)cc1 | 0.1 | -19.0 | 99.4* | -14.2
C[C@@H]1CCCCO[C@@H](CN(C)S(=O)(=O)c2ccc(Cl)cc2)[C@@H](C)CN([C@@H](C)CO)C(=O)c2cc(NS(C)(=O)=O)ccc2O1 | -1.2 | 4.6 | 30.2 | -12.4
O=C(C[C@@H]1C[C@@H]2c3cc(NC(=O)c4cccnc4)ccc3O[C@@H]2[C@H](CO)O1)NCc1ccncc1 | -2.1 | 0.2 | -24.0 | 15.0
C[C@@H]1CN([C@@H](C)CO)C(=O)c2cccc(NC(=O)Nc3cccc4ccccc34)c2O[C@H]1CN(C)C(=O)NC1CCCCC1 | 3.2 | · | 45.3 | -89.2*
C[C@@H](O)C#Cc1ccc([C@@H]2[C@@H](CO)N3CCCCN(CC4CC4)C[C@H]23)cc1 | -0.9 | 3.1 | 43.7 | -44.9
CC(=O)NC[C@@H]1[C@@H](c2ccc(C3=CCCC3)cc2)[C@@H](CO)N1C(=O)NC(C)C | -0.4 | -4.5 | 2.1 | -36.2
COc1ccc2c3c([nH]c2c1)[C@@H](CO)N(C(=O)CN(C)C)CC31CCN(Cc2ccccc2)CC1 | · | 6.2 | · | ?
COCC(=O)Nc1ccc2c(c1)C(=O)N(C)[C@H]1CC[C@H](CC(=O)Nc3cn(C)nc3C)O[C@H]1CO2 | 6.1 | 1.4 | 47.4 | -18.6
C[C@H](CO)N1C[C@H](C)[C@H](CN(C)Cc2ccc3c(c2)OCO3)OCCCC[C@H](C)Oc2ccc(NS(=O)(=O)c3cn(C)cn3)cc2C1=O | -1.1 | 0.4 | 17.3 | -27.2
COc1ccc(NC(=O)Nc2ccc3c(c2)[C@@H]2C[C@@H](CC(=O)N[C@@H](C)c4ccccc4)O[C@@H](CO)[C@@H]2O3)cc1 | -2.8 | 0.5 | -7.1 | -29.8
COc1ccc(NC(=O)Nc2ccc3c(c2)CC(=O)N([C@H](C)CO)C[C@@H](C)[C@@H](CN(C)C(=O)NC2CCCCC2)O3)cc1 | -0.9 | -6.4 | 17.9 | 10.4
C[C@@H]1CN([C@H](C)CO)C(=O)c2cccc(NC(=O)c3cnccn3)c2O[C@H]1CN(C)Cc1ccccc1 | -1.4 | 0.1 | 33.8 | -36.5
C[C@@H]1CCCCO[C@@H](CN(C)C(=O)c2ccncc2)[C@H](C)CN([C@H](C)CO)C(=O)c2cc(NS(=O)(=O)c3ccc(Cl)cc3)ccc2O1 | 0.9 | · | 35.6 | -12.6
CCCNC(=O)N1[C@H](C#N)[C@H](c2ccc(C#Cc3ccc(F)cc3)cc2)[C@H]1CO | 0.2 | -2.8 | 93.0 | -86.4*
COCC#Cc1cnc2c(c1)C(=O)N([C@H](C)CO)C[C@@H](C)[C@@H](CN(C)C(=O)C1CC1)O2 | 0.4 | · | -2.9 | 11.6
CO[C@H]1CN(C)C(=O)c2ccc(NS(=O)(=O)CC(F)(F)F)cc2OC[C@H](C)N(C(=O)NC(C)C)C[C@@H]1C | 0.6 | · | 33.7 | ·
C[C@H]1CN([C@@H](C)CO)C(=O)c2cc(NC(=O)Nc3ccc(F)cc3)ccc2O[C@H]1CN(C)C(=O)Nc1ccc(C(F)(F)F)cc1 | -0.8 | -3.1 | -160.5 | -48.4
CNC(=O)C[C@H]1CC[C@@H]2[C@H](COc3ccc(NC(=O)Nc4ccccc4F)cc3C(=O)N2C)O1 | -0.8 | -0.4 | 33.6 | -0.7
C[C@H](O)C#Cc1ccc([C@H]2[C@@H](CO)N3CCCCN(S(=O)(=O)Cc4ccccc4)C[C@H]23)cc1 | -0.1 | 9.2 | 37.2 | 0.9
CC(C)NC(=O)N(C)C[C@@H]1Oc2ccc(NC(=O)Nc3ccc(C(F)(F)F)cc3)cc2C(=O)N([C@@H](C)CO)C[C@@H]1C | -0.9 | 13.8 | -5.6 | 20.8
COc1ccccc1C(=O)N1C[C@@H]2[C@H](c3ccccc31)[C@H](CO)N2C(=O)Nc1ccccc1 | -0.9 | 18.3 | 33.3 | 5.3
CO[C@@H]1CN(C)C(=O)c2ccc(NC(=O)NC3CCCCC3)cc2OC[C@@H](C)N(CC2CC2)C[C@H]1C | 3.1 | · | · | -63.7
CCCc1cn(CC[C@@H]2CC[C@H](NC(=O)C3CC3)[C@H](CO)O2)nn1 | 4.6 | -0.2 | · | 12.0
CCCNC(=O)C[C@H]1C[C@@H]2c3cc(NC(=O)C4CCOCC4)ccc3O[C@@H]2[C@@H](CO)O1 | 4.2 | 1.0 | · | -3.5
CNC[C@H]1Oc2ccc(NS(=O)(=O)c3ccccc3)cc2C(=O)N([C@H](C)CO)C[C@H]1C | 0.4 | 2.7 | · | 12.6

Assay outcomes: PubChem, Broad Institute
